CIT2-GFP yeast – modulators of TOR pathway CIT2-GFP in S. cerevisiae; 320,000 compounds, 0.065% hits; GFP response vs DMSO, % at 10 µM; S. cerevisiae CIT2-GFP strain, flow cytometry, 3 h; 100 means same as DMSO wells;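 active = GFP response relative to DMSO above a set limit, near the screen mean plus 3 SD, cut at about 150% in these data; inconclusive = Fewer than 70 cells measured for a yeast strain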;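 note: ratio of well median GFP fluorescence to mean of DMSO wells on the plate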
AGP1 TOR yeast – alters AGP1-GFP fluorescence in TOR pathway yeast screen | GFP response vs DMSO, % at 10 µM | 320,000 compounds, 0.02% hits | AID 2066 | S. cerevisiae AGP1-GFP multiplex flow cytometry, 3 h; GFP as percent of DMSO wells;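 active = GFP response relative to DMSO above a set limit, near screen average plus 3 SD, cut at about 150% in these data; inconclusive = fewer than 70 cells counted for the yeast strain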;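 note: median GFP channel fluorescence of the gated AGP1 strain per well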
MEX-5 binding – C. elegans MEX-5 TCR-2 RNA binding activity. Q9XUB2. MEX-5/FITC-TCR2 RNA binding, fluorescence polarization; active compounds read low. activity score (negative = inhibition of binding), % at 10 µM. 300,000 compounds, 0.38% hits. AID 1832;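 active = inhibition past about -25% in most replicates, and total fluorescence under double the plate's negative control median, limit read from the data; inconclusive = replicates evenly split on the limit, or fluorescence at least double controls; inactive = too little inhibition in most replicates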;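 note: 0% = DMSO and -100% = 5 µM competing unlabeled TCR2 RNA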
CR mimetic SO – yeast age-related superoxide inhibition as caloric restriction mimetic. S. cerevisiae aged cells, superoxide DHE fluorescence; active compounds read low. superoxide response (% of plate mean), % at 10 µM. 330,000 compounds, 0.18% hits;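 active = superoxide response under a set limit, about three screen SD below normal, cut at about 65% in these data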;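 note: yeast aged for seven days with compound at 30 °C before DHE staining; 100% = average MFI of all compound-treated wells on the plate with controls excluded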
GRK2 inh – inhibitors of human GRK2 displacing RNA aptamer. P25098. bead flow cytometry, FAM-aptamer displacement from GRK2. inhibition of aptamer binding, % at 10 µM. 330,000 compounds, 0.59% hits. AID 488847;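 active = inhibition of aptamer binding above 40%, roughly 3 SD of noise, on plates passing a quality check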;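 note: median bead fluorescence of bound FAM aptamer so fluorescent compounds give negative values; no value below 0 was filed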
VLA-4 inh – inhibition in a human VLA-4 binding assay. P13612. VLA-4 expressing cells, ligand binding flow cytometry. inhibition, % (about 7 µM as worked out from the volumes in the protocol). 330,000 compounds, 0.2% hits. AID 2557; in the data active = inhibition above about 50%
Bcl-xL primary – blocks human Bcl-xL binding to Bim BH3 peptide; Q07817; GST-Bcl-xL / FITC-Bim BH3 peptide fluorescence polarization; inhibition, % at 10.9 µM; 320,000 compounds, 0.7% hits;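 active = inhibition above the mean of all tested compounds plus 3 SD, cutoff set per campaign, cut at about 30% in these data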;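 note: 0% = DMSO wells and 100% = unlabeled Bim-BH3 peptide competitor; inhibitors lower millipolarization by displacing the labeled peptide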
Target sequence (Q07817 whole entry, looked up): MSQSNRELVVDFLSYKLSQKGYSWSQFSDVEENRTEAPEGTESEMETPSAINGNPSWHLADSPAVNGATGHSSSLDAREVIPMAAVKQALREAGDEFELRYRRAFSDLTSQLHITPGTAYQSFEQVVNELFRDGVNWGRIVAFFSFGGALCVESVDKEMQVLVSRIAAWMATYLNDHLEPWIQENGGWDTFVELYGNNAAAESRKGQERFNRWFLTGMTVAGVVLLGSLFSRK
MCL1-BIM inh – disrupts human MCL1 binding to BIM-BH3 peptide. Q07820. GST-MCL1 / FITC-Bim-BH3 fluorescence polarization. inhibition, % at 10.9 µM. 320,000 compounds, 0.68% hits. AID 2057;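 active = inhibition above the mean inhibition of all tested compounds plus 3 SD, set per campaign, cut at about 40% in these data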;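 note: 0% = DMSO wells and 100% = unlabeled Bim-BH3 peptide control; higher means more loss of mP so more displacement of Bim peptide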
Target sequence (Q07820 whole entry, looked up): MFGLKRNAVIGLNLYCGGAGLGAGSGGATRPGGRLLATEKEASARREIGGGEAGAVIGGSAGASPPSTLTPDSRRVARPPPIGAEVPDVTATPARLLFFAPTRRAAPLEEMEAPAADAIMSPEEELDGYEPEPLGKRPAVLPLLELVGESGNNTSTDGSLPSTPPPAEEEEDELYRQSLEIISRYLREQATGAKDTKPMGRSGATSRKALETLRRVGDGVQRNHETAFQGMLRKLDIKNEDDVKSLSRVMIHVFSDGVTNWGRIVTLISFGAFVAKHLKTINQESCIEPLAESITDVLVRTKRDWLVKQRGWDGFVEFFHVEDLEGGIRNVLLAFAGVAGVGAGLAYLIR
GLD-1 RNA inh – GLD-1-TGE RNA interaction inhibition (C. elegans); purified GLD-1 + fluorescein TGE RNA, fluorescence polarization; inhibition, % at 5.96 µM; 320,000 compounds, 0.44% hits;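 active = percent inhibition above a per-plate cutoff, the plate mean of test compounds plus 3 SD, cut at about 30% in these data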;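 note: 0% = DMSO wells with GLD-1 and probe and 100% = wells lacking GLD-1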
Target sequence (Q17339 whole entry, looked up): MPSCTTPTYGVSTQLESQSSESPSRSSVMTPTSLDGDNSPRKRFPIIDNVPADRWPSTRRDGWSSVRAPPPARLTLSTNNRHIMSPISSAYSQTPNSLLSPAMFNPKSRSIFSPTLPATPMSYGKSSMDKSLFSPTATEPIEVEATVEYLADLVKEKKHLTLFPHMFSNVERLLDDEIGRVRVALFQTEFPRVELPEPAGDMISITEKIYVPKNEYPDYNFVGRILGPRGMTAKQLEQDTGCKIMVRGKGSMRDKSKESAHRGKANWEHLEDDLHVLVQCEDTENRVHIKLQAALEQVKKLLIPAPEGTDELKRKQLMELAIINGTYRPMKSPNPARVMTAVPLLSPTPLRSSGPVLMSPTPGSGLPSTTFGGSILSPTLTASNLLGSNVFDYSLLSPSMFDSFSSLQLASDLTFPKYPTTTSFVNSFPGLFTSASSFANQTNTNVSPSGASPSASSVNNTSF
The depositor's hits bear a star; ? = inconclusive; . = no result given.

SMILES | CIT2-GFP yeast | AGP1 TOR yeast | MEX-5 binding | CR mimetic SO | GRK2 inh | VLA-4 inh | Bcl-xL primary | MCL1-BIM inh | GLD-1 RNA inh
COc1ccc(C(CC(=O)O)NC(=O)C(c2ccccc2)c2ccccc2)cc1 (centres undefined) | 107 | 107 | 0.7 | 104 | 4 | 4 | 0 | -1 | 6
Cc1cc(NC(=O)CSc2n[nH]c(-c3ccc(Cl)cc3Cl)n2)no1 | 96 | 110 | . | 87 | 2 | 3 | 3 | 10 | 0
C=CCn1c(Cc2cccs2)nnc1SCC(=O)Nc1ccc(OC)cc1 | 87 | 97 | -0.1 | 125 | 6 | 15 | 0 | -11 | -2
CCOC(=O)c1cnc2ccc(Br)cc2c1NCCCN1CCOCC1 | 117 | 111 | -0.4 | 102 | 2 | 14 | 3 | 5 | 9
CCOCC(=O)Nc1ccc(OCc2ccccc2)cc1 | 93 | 98 | 0.1 | 88 | 2 | 11 | 0 | 3 | -1
COc1ccc(S(=O)(=O)N2CCC(CN3C(=O)c4cccc5cccc(c45)C3=O)CC2)cc1 | 94 | 98 | -0.9 | 92 | 2 | 4 | 1 | 7 | 7
CCOc1ccc(S(=O)(=O)N(C)c2ccc(OCC(=O)NCCc3ccc(OC)cc3)cc2)cc1 | 107 | 89 | 0.7 | 102 | 3 | 1 | 7 | 8 | 5
Cc1ccc(-c2csc(/C(C#N)=C/Nc3ccccc3SC(F)(F)F)n2)cc1 | 103 | 99 | 1.7 | 108 | 0 | 0 | -1 | 6 | 2
CCCn1c(SCC(=O)NC2CCCC2)nnc1-c1cccnc1 | 100 | 104 | 0.3 | 90 | 0 | -1 | 6 | 6 | 7
Cc1ccc(N2CC(C(=O)NCCCn3ccnc3)CC2=O)cc1 (centres undefined) | 97 | 102 | -2.3 | 90 | 1 | 12 | 2 | 2 | -6
CC(C(=O)NCCc1ccc(S(N)(=O)=O)cc1)N1C(=O)CC(C)(C)Sc2ccccc21 (centres undefined) | 105 | 97 | -0.3 | 98 | 0 | 9 | -3 | -4 | 9
CCn1c(SCC(=O)NC2CC2)nnc1-c1ccccn1 | 94 | 94 | -0.5 | 101 | 4 | 2 | -8 | -11 | 1
CO/N=C/c1c(-c2ccccc2)nn(C)c1Cl | 84 | 98 | -2.2 | 105 | 0 | -8 | 0 | 3 | -2
Cc1ccccc1OCCC(=O)NCCc1ccc(S(N)(=O)=O)cc1 | 94 | 102 | 3.4 | 103 | 0 | 12 | -1 | -1 | 2
O=C(NNC(=S)Nc1ccc(Cl)cc1)c1ccccc1OC(F)F | 105 | 98 | 1.4 | 94 | 3 | . | 6 | 12 | 7
O=C(Nc1cccc(-n2cnnn2)c1)c1ccc(OC(F)(F)F)cc1 | 102 | 94 | -1.5 | 126 | 0 | 5 | -2 | 0 | 0
COc1ccc(N2C(=O)CCC(C(=O)N3CCCCC3)C2c2ccc(F)cc2)cc1 (centres undefined) | 91 | 100 | 1.3 | 99 | 2 | -29 | 6 | 3 | -8
CCOc1ccccc1N1CCN(CC(=O)Nc2cc(C)on2)CC1 | ? | ? | 1.2 | 93 | 2 | -18 | 2 | 10 | 9
C=CCn1c(=N)n(CC(=O)OC)c2ccccc21 | 104 | 107 | -1.9 | 95 | 0 | 14 | -3 | 0 | 3
COc1ccccc1CNC(=O)Cn1nnc(-c2ccncc2)n1 | 109 | 104 | -0.7 | 94 | 2 | 5 | 11 | -3 | 1

Two entries picked at random from those above, as already listed:
SMILES | CIT2-GFP yeast | AGP1 TOR yeast | MEX-5 binding | CR mimetic SO | GRK2 inh | VLA-4 inh | Bcl-xL primary | MCL1-BIM inh | GLD-1 RNA inh
C=CCn1c(Cc2cccs2)nnc1SCC(=O)Nc1ccc(OC)cc1 | 87 | 97 | -0.1 | 125 | 6 | 15 | 0 | -11 | -2
O=C(Nc1cccc(-n2cnnn2)c1)c1ccc(OC(F)(F)F)cc1 | 102 | 94 | -1.5 | 126 | 0 | 5 | -2 | 0 | 0

(more compounds)
SMILES | CIT2-GFP yeast | AGP1 TOR yeast | MEX-5 binding | CR mimetic SO | GRK2 inh | VLA-4 inh | Bcl-xL primary | MCL1-BIM inh | GLD-1 RNA inh
CN1CCN(C(=O)Nc2ccccc2)CC1 | 103 | 108 | -2.5 | 85 | 1 | 0 | -1 | -5 | -3
CCc1cccc(CC)c1NC(=S)N1CCn2cccc2C1c1ccncc1 (centres undefined) | 91 | 99 | -1.8 | 120 | 0 | 2 | 6 | 5 | -3
O=S1(=O)c2ccccc2N=NN1Cc1ccc(Cl)cc1 | 89 | 94 | -1.0 | 91 | 2 | 3 | 9 | 10 | 4
CCCn1cc(S(=O)(=O)c2ccc(C)cc2)c(=O)c2cc(OCC)ccc21 | 100 | 101 | -2.0 | 104 | 0 | -12 | 3 | -4 | 2
CC(C)c1nnc(NC(=O)CCC(=O)N2CCN(Cc3ccc(F)cc3)CC2)s1 | 93 | 104 | -0.7 | 101 | 0 | 4 | 1 | 1 | -13
OCCc1ccccc1 | 73 | 85 | 4.2 | 107 | 20 | 46 | 0 | -1 | -3
CCc1cc(=O)oc2cc(C)cc(OC(C)C(=O)NCc3cccnc3)c12 (centres undefined) | 97 | 102 | -0.9 | 94 | 1 | -11 | 1 | 4 | -2
CC(=O)NCCNc1nc2c(-c3cccc(C(F)(F)F)c3)nnn2c2ccccc12 | 97 | 93 | -2.8 | 103 | 0 | -1 | 4 | 6 | 1
CC1=C(C(=O)OC2CCCCC2)C(c2ccccc2F)NC(=O)N1 (centres undefined) | 105 | 99 | -3.0 | 92 | 0 | -6 | 5 | 2 | -8
CCN1C(=O)c2ccc(C(=O)Nc3nccs3)cc2C1=O | 98 | 99 | 1.7 | 92 | 0 | 0 | 2 | -2 | 1
CC(C)C[C@@H](CC#N)N1CCN(CCc2ccccc2)CCC1=O | 62 | 72 | -0.8 | 97 | 0 | 23 | 8 | 9 | -4
CC1CCC(C(C)C)C(OCC(O)CNC(C)c2ccccc2)C1 (centres undefined) | 102 | 105 | -1.1 | 77 | 0 | 2 | 7 | 6 | 2
O=C(NCc1cccc(Cl)c1)NCc1cccc(Cl)c1 | 105 | 96 | 3.8 | 100 | 3 | -7 | 0 | -2 | 6
CC(C)(C)n1ncc(Oc2ccccc2[N+](=O)[O-])c(Cl)c1=O | 106 | 99 | 0.5 | 103 | 2 | -13 | 5 | -3 | 4
COc1ccccc1CNC(=O)COC(=O)CSc1ccc(Cl)cc1 | 91 | 89 | 0.8 | 104 | 0 | 13 | -4 | -4 | 4
COc1ccc(C(=O)NCc2cccnc2)cc1Br | 98 | 97 | -2.4 | 105 | 0 | 8 | 2 | -2 | 4
CCC(O)c1cc2c(cc1NC(=O)c1ccc(C)cc1)OCCO2 (centres undefined) | 100 | 104 | 3.6 | 109 | 0 | 2 | -3 | -2 | -2
O=C(CN(C(=O)CNC(=O)c1ccco1)c1ccc2c(c1)OCO2)NC1CCCCC1 | 96 | 102 | 0.9 | 92 | 0 | 3 | -1 | -4 | 1
O=C(O)CSc1cccc2cccc(C(=O)O)c12 | 99 | 101 | 0.3 | 120 | 0 | -3 | -3 | -1 | 12
O=C(CNC(=O)c1ccccc1)N/N=C/c1ccccc1Cl | 92 | 94 | 1.3 | 100 | 47* | 1 | 4 | 2 | 0
CC1(C)Cc2c(C#N)c(N3CCN(C(=O)c4ccccc4)CC3)nc(-c3ccco3)c2CS1 | 89 | 96 | . | 102 | 0 | -1 | 20 | 24 | 2
CCOC(=O)CN1C(=O)N[C@@H](c2cccc(C(F)(F)F)c2)C(C(C)=O)=C1C | 90 | 79 | -4.3 | 119 | 4 | 24 | 2 | -1 | -5
CC1=CCC(C(=O)O)(C(=O)N/N=C/c2cccs2)C(c2ccc(Cl)cc2)C1 (centres undefined) | 105 | 108 | -0.7 | 123 | 0 | 4 | 2 | 0 | -5
O=C(NCCc1ccccc1)c1cc2sccc2n1Cc1ccccc1 | 98 | 106 | 0.3 | 100 | 1 | 0 | 4 | 8 | 5
O=S(=O)(Nc1ccccc1)c1ccc(-c2cnc(C3CC3)o2)cc1 | 108 | 104 | 2.8 | 101 | 1 | 15 | 5 | 1 | 4
COc1cc(=O)[nH]c(SC(C)C(=O)Nc2cccc3ccccc23)n1 (centres undefined) | 100 | 103 | -1.0 | 89 | 1 | 4 | 0 | -6 | 1
O=C(Nc1nc(-c2ccccn2)cs1)C12CC3CC(CC(O)(C3)C1)C2 | 91 | 96 | 0.9 | 116 | 4 | 11 | 7 | 15 | -3
CC(=O)Nc1ccc(NC(=O)CNC(=O)c2sc3ccccc3c2Cl)cc1 | 97 | 111 | 0.0 | 99 | 0 | -6 | 3 | 3 | -3
CC(C)(C)C(=O)Nc1ccc(S(=O)(=O)NC2=NCCCCC2)cc1 | 99 | 97 | . | 103 | 0 | -2 | -7 | -7 | -1
Cc1nc(SCC(=O)Nc2cc(C)on2)c2c(C)c(C)sc2n1 | 101 | 105 | 0.5 | 101 | 2 | 7 | 4 | 0 | -6
O=C(/C=C/c1cccc(F)c1)NNC(=O)c1ccncc1 | 87 | 104 | 1.4 | 163 | 1 | 16 | -8 | -16 | 1
FC(F)(F)c1cccc(NC(=S)Nc2cccc(Cl)c2)c1 | 116 | 105 | -3.1 | 127 | 3 | -16 | 5 | 19 | 6
Cc1ccccc1OCC(=O)NCC(c1ccco1)N1CCCCC1 (centres undefined) | 90 | 82 | -0.4 | 96 | 0 | 0 | 0 | -11 | -5
COc1cc2c(cc1OC)CN(CCOc1ccc(Br)cc1)CC2 | 86 | 91 | -2.6 | 98 | 0 | -1 | 1 | 8 | 1
COc1ccc(Cl)cc1S(=O)(=O)n1c([N+](=O)[O-])cnc1C | 110 | 107 | -3.1 | 95 | 2 | 0 | 0 | -3 | 3
CC1CCCC(NC(=O)c2nn(C)c3c2CS(=O)(=O)c2ccccc2-3)C1C (centres undefined) | 96 | 100 | 1.6 | 91 | 2 | 17 | 0 | 3 | 3
O=C(Nc1ccc(S(=O)(=O)NC2=NCCCCC2)cc1)c1ccc(=O)[nH]c1 | 98 | 100 | -5.8 | 103 | 2 | 18 | -12 | -12 | -3
O=[N+]([O-])c1ccc(N2CCN(CC3CCCCC3)CC2)cc1 | 108 | 101 | -1.1 | 98 | 0 | 9 | 4 | 4 | -8
O=c1cc(O)n(-c2ccccc2)c(=S)[nH]1 | 92 | 102 | 1.4 | 89 | 4 | 9 | 0 | 1 | -5
CC(C)(C)NC(=S)NNC(=O)c1ccccc1Cl | 98 | 105 | 1.9 | 108 | 0 | 5 | 9 | 13 | 4
O=C(Cn1nnc(-c2ccccc2F)n1)Nc1ccc(S(=O)(=O)NC2CCCC2)cc1 | 97 | 97 | 2.8 | 93 | 2 | -5 | 7 | 10 | -7
CC(C)CN(C(=O)COC(=O)c1ccc([N+](=O)[O-])o1)C1CCS(=O)(=O)C1 (centres undefined) | 114 | 113 | 1.2 | 101 | 7 | 4 | 1 | -6 | 4
Cc1ccc2sc(NC(=O)c3ccc(N4C(=O)CCC4=O)cc3)nc2c1C | 82 | 96 | -1.8 | 95 | 2 | 29 | 0 | -2 | 1
Cc1cccc2cc(C3CC(c4cccs4)=NN3S(C)(=O)=O)c(Cl)nc12 (centres undefined) | 101 | 91 | 1.6 | 105 | 0 | 19 | 4 | 7 | -4
CN1C(=O)Cc2cc(S(=O)(=O)Nc3ccc(N4CCOCC4)cc3)ccc21 | 105 | 103 | -1.0 | 94 | 5 | 11 | 6 | 4 | 0
